Assay outcomes: PubChem, several laboratories
GLD-1 RNA inh: GLD-1-TGE RNA interaction inhibition (C. elegans). AID 2280. 320,000 tested, 0.44% active. Q17339. inhibition, % at 5.96 µM. purified GLD-1 + fluorescein TGE RNA, fluorescence polarization;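 active means percent inhibition above a per-plate cutoff, the plate mean of test compounds plus 3 SD, cut at about 30% in these data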;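 further: 0% = DMSO wells with GLD-1 and probe and 100% = wells lacking GLD-1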
MCL1 BIM primary: inhibitors of human MCL1 binding to BIM-BH3 peptide; GST-MCL1 / FITC-Bim-BH3 fluorescence polarization; inhibition, % at 10.9 µM; 320,000 tested, 0.68% active;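 active means inhibition above the mean inhibition of all tested compounds plus 3 SD, set per campaign, cut at about 40% in these data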;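 further: 0% = DMSO wells and 100% = unlabeled Bim-BH3 peptide control; higher means more loss of mP so more displacement of Bim peptide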
GRK2 aptamer HTS: blocks RNA aptamer binding to human GRK2 | inhibition of aptamer binding, % at 10 µM | 330,000 tested, 0.59% active | bead flow cytometry, FAM-aptamer displacement from GRK2;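 active means inhibition of aptamer binding above 40%, roughly 3 SD of noise, on plates passing a quality check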;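 further: median bead fluorescence of bound FAM aptamer so fluorescent compounds give negative values; no value below 0 was filed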
VLA-4 inh: inhibition in a human VLA-4 binding assay | P13612 | VLA-4 expressing cells, ligand binding flow cytometry | inhibition, % (about 7 µM as worked out from the volumes in the protocol) | 330,000 tested, 0.2% active | AID 2557; in the data active means inhibition above about 50%
Target sequence (P13612 whole entry, looked up): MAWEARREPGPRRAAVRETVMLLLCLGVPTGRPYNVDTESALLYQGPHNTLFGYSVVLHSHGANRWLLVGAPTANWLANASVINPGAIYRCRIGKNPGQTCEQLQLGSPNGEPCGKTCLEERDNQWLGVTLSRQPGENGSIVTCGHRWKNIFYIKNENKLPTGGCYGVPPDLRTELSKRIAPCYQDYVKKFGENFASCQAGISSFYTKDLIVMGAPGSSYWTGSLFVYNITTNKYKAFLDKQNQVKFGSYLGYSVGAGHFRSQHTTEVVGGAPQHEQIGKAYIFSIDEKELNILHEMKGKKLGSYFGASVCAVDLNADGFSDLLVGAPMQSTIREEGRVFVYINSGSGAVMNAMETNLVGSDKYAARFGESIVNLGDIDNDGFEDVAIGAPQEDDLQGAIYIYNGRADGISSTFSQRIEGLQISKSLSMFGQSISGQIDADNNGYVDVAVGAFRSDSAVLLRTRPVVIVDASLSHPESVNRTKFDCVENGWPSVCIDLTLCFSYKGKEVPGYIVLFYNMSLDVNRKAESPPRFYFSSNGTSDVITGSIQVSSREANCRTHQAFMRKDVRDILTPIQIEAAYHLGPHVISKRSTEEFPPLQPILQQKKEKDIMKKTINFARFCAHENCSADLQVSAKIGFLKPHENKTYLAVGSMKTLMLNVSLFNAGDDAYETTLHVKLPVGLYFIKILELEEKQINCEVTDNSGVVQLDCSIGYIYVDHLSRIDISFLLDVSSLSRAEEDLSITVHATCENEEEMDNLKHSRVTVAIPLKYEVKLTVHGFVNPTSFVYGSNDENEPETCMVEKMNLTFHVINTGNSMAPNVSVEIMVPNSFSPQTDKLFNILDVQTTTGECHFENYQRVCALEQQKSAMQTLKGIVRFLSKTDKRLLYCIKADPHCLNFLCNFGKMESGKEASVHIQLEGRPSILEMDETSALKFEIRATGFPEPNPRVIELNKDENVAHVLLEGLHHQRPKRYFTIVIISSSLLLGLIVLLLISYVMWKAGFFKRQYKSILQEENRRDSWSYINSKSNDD
CIT2 TOR yeast: modulators of TOR pathway CIT2-GFP in S. cerevisiae; S. cerevisiae CIT2-GFP strain, flow cytometry, 3 h; 100 means same as DMSO wells; GFP response vs DMSO, % at 10 µM; 320,000 tested, 0.065% active; AID 2029;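 active means GFP response relative to DMSO above a set limit, near the screen mean plus 3 SD, cut at about 150% in these data; inconclusive means Fewer than 70 cells measured for a yeast strain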;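 further: ratio of well median GFP fluorescence to mean of DMSO wells on the plate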
Bcl-xL primary: inhibitors of human Bcl-xL; Q07817; GST-Bcl-xL / FITC-Bim BH3 peptide fluorescence polarization; inhibition, % at 10.9 µM; 320,000 tested, 0.7% active;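 active means inhibition above the mean of all tested compounds plus 3 SD, cutoff set per campaign, cut at about 30% in these data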;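 further: 0% = DMSO wells and 100% = unlabeled Bim-BH3 peptide competitor; inhibitors lower millipolarization by displacing the labeled peptide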
MEX-5 binding: C. elegans MEX-5 TCR-2 RNA binding activity; Q9XUB2; MEX-5/FITC-TCR2 RNA binding, fluorescence polarization; stronger effect = lower value; activity score (negative = inhibition of binding), % at 10 µM; 300,000 tested, 0.38% active;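 active means inhibition past about -25% in most replicates, and total fluorescence under double the plate's negative control median, limit read from the data; inconclusive means replicates evenly split on the limit, or fluorescence at least double controls; inactive means too little inhibition in most replicates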;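 further: 0% = DMSO and -100% = 5 µM competing unlabeled TCR2 RNA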
Yeast superoxide: caloric restriction mimetics inhibiting age-related superoxide in yeast | S. cerevisiae aged cells, superoxide DHE fluorescence; stronger effect = lower value | superoxide response (% of plate mean), % at 10 µM | 330,000 tested, 0.18% active | AID 2690;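 active means superoxide response under a set limit, about three screen SD below normal, cut at about 65% in these data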;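 further: yeast aged for seven days with compound at 30 °C before DHE staining; 100% = average MFI of all compound-treated wells on the plate with controls excluded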
AGP1-GFP MLPCN: yeast TOR pathway AGP1-GFP modulation; 320,000 tested, 0.02% active; GFP response vs DMSO, % at 10 µM; S. cerevisiae AGP1-GFP multiplex flow cytometry, 3 h; GFP as percent of DMSO wells;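 active means GFP response relative to DMSO above a set limit, near screen average plus 3 SD, cut at about 150% in these data; inconclusive means fewer than 70 cells counted for the yeast strain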;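 further: median GFP channel fluorescence of the gated AGP1 strain per well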
Starred values were filed as active, the others as inactive; ? = inconclusive; / = no result given. Compounds as they come; overall some 2.1% were active at least once.

SMILES	GLD-1 RNA inh	MCL1 BIM primary	GRK2 aptamer HTS	VLA-4 inh	CIT2 TOR yeast	Bcl-xL primary	MEX-5 binding	Yeast superoxide	AGP1-GFP MLPCN
CCCOC(=O)c1ccc(NC(=O)c2nc3nc(C)cc(C)n3n2)cc1	2.5	4.6	2.0	12.6	90.3	4.2	-0.4	104.4	85.7
Cc1cc2nc3n(c2cc1C)CC1CC(C(=O)NCC2CC2)N(C)C31 (stereo not given)	-1.9	0.6	0.0	8.5	105.3	0.5	0.3	98.2	110.6
CC(=O)Nc1cc(-c2ccc(Cl)cc2)[nH]n1	2.5	-8.0	0.0	15.8	97.9	0.6	0.8	91.8	102.0
CCCC1CCC(C(=O)Nn2cnc3ccccc3c2=O)CC1 (stereo not given)	1.2	6.4	2.0	11.3	89.8	3.8	-0.2	102.2	85.1
Cc1ccccc1OCC(=O)Nc1ccc(C(N)=O)cc1	2.1	-1.5	0.0	19.2	97.2	-0.8	-2.6	88.1	94.9
CCCc1cc(=O)n2[nH]c(NCc3ccc(Cl)cc3Cl)nc2n1	-0.2	6.5	4.0	5.3	103.0	12.3	-0.9	103.6	93.1
Cc1cc(C(=O)Cn2nc(C(=O)O)c3ccccc3c2=O)c(C)n1-c1ccc(OC(F)F)cc1	2.3	-6.0	1.0	15.2	92.0	-0.5	1.9	100.1	98.8
O=C(Nc1cccc(C(=O)N2CCN(c3ccccc3)CC2)c1)c1ccco1	2.5	2.7	3.0	-4.1	98.4	3.9	0.3	102.9	93.9
CC(C)(C)NC(=O)C(c1ccncc1)N(C(=O)CNC(=O)c1ccco1)c1ccc2c(c1)OCO2 (stereo not given)	0.2	25.9	0.0	4.6	103.9	7.6	-3.1	108.8	108.0
O=C(COC(=O)c1ccc2c(c1)C(=O)N(Cc1ccncc1)C2=O)Nc1ccccc1[N+](=O)[O-]	-2.6	12.7	0.0	-7.5	103.8	5.4	-0.1	99.7	99.6
Cc1nc2ccccc2n1C(C)c1ccccc1 (stereo not given)	5.8	-0.8	2.0	15.4	98.1	5.0	0.9	88.5	95.7
COc1ccc(NC(=O)CSc2nnc(NC(=O)c3ccc(S(=O)(=O)N4CCOCC4)cc3)s2)cc1	7.3	3.2	0.0	7.5	96.3	-1.0	0.6	103.2	95.0
CC(=O)Nc1ccccc1-c1nc2ccc(C(=O)N3CCN(c4ccccc4)CC3)cc2[nH]c1=O	6.5	-1.8	2.0	36.3	104.5	5.7	4.2	99.8	108.2
Cc1nc(N2CCN(S(=O)(=O)c3ccccc3C#N)CC2)c2c(-c3cccs3)csc2n1	-6.1	8.9	2.0	-7.0	90.4	2.6	3.6	112.2	110.9
Cc1nnc(NC(=O)c2ccc3ccccc3c2)s1	1.8	3.1	0.0	15.4	96.6	2.6	-3.1	91.3	87.9
COc1ccc(CC(=O)Nc2ccccc2NC(=O)c2ccco2)cc1OC	-1.4	5.4	0.0	8.2	97.7	2.4	-3.0	96.1	99.8
NC(=O)C1CCN(C(=O)CC2(CC(=O)O)CCCCC2)CC1	-4.8	-9.5	4.0	12.5	103.5	2.7	-0.9	104.0	107.9
CCNCc1cc(OCC)c(OCC(=O)NCCc2ccccc2)cc1Cl	-6.4	-4.4	0.0	-5.1	102.0	-2.4	-2.9	103.1	99.4
O=C(CSc1cccc[n+]1[O-])NN(c1ccccc1)c1ccccc1	0.7	-0.3	0.0	9.7	95.5	2.4	-0.3	96.4	102.3
CSc1ccc(NC(=O)CC(C)=O)cc1	9.1	1.9	0.0	5.0	89.7	0.0	-3.1	99.9	96.9
Cc1c(NS(=O)(=O)c2ccccc2)c(=O)n(-c2ccccc2)n1C	-3.2	2.5	2.0	14.3	92.2	7.7	1.1	106.3	96.2
CN(C)c1nc(N(C)C)n(Cc2c(Cl)cccc2Cl)n1	-11.2	-3.0	0.0	8.2	106.8	-6.5	-0.5	97.0	105.6
Cc1cccc2nc(=S)n(C(=O)c3ccco3)n12	-0.8	0.2	0.0	/	94.3	0.1	-2.8	96.8	101.8
CCC(C)NC(=O)COc1ccccc1[N+](=O)[O-] (stereo not given)	-2.2	-18.9	0.0	-10.3	101.1	0.9	-1.5	85.5	96.6
O=C(CSc1n[nH]c(=O)n1C1CC1)Nc1ccc(Cl)cc1Cl	-4.2	/	3.0	9.1	93.1	/	/	104.3	91.4
Cc1cccc(N2CCN(C(=O)CCN3C(=O)C4C5C=CC(C5)C4C3=O)CC2C)c1 (stereo not given)	14.9	11.9	0.0	9.7	100.0	0.7	0.3	93.1	96.2
Clc1ccc(-c2csc(N3CCSCC3)n2)cc1	11.9	5.5	0.0	22.5	104.7	-3.4	0.0	99.6	104.2
CC(NC(=O)C(=O)NCc1cccs1)c1ccccc1 (stereo not given)	3.3	-8.4	3.0	-1.1	93.4	0.7	-0.8	124.9	94.8
COc1ccccc1-c1ccc(SCc2ccccc2)nn1	2.6	0.3	10.0	6.5	97.5	3.9	-0.8	94.8	95.4
O=S(=O)(NCCN1CCOCC1)c1cc(Cl)c(Cl)cc1Cl	3.0	-5.2	0.0	9.4	97.9	-0.3	-1.6	102.1	100.7
CCC1(c2ccccc2)NC(=O)N(CC(=O)Nc2ccccc2C(=O)N2CCCCC2)C1=O (stereo not given)	-6.7	-18.3	0.0	5.4	101.0	-8.2	-0.3	84.2	106.0
CC(OC(=O)C1CC1C)C(=O)Nc1ncc(Cl)cc1Cl (stereo not given)	2.2	-3.8	0.0	-1.0	97.8	-1.7	1.3	83.4	101.4
N#CC1=C(N)OC2=C(CCc3ccccc32)C1c1ccccc1 (stereo not given)	7.7	20.0	4.0	14.6	98.1	13.2	2.0	123.5	92.7
CC(C)(C)c1ccc(C(=O)c2c[nH]c(C(=O)NCc3cccnc3)c2)cc1	2.7	-1.4	3.0	4.7	97.5	6.2	-1.4	108.0	101.2
Brc1ccc(CSc2ncnc3nc[nH]c23)cc1	3.2	8.0	5.0	-13.1	94.9	1.6	1.6	110.8	84.2
CC(=O)Nc1cccc(NC(C)=O)n1	-1.2	0.0	0.0	-6.9	94.0	-0.6	0.6	94.5	96.9
Cc1ccc(-c2cn(CCN)c(-c3ccc(Cl)nc3)n2)cc1	9.2	2.9	0.0	4.0	110.0	8.4	/	97.1	122.5
C=CCc1c(C)nc2cc(-c3ccc(C)cc3)[nH]n2c1=O	-0.4	0.4	1.0	11.5	97.2	5.9	0.1	102.8	92.0
COc1ccc(C(=O)NCc2ccc(C(=O)O)o2)cc1	6.7	-4.2	0.0	-24.3	102.2	3.2	0.4	89.9	99.8
O=C(COC(=O)c1cc([N+](=O)[O-])ccc1N1CCOCC1)Nc1c(Cl)cccc1C(F)(F)F	4.8	2.9	0.0	-4.9	112.4	-0.1	-2.2	101.0	104.6

An excerpt from above in order of molar mass, highest first:
SMILES	GLD-1 RNA inh	MCL1 BIM primary	GRK2 aptamer HTS	VLA-4 inh	CIT2 TOR yeast	Bcl-xL primary	MEX-5 binding	Yeast superoxide	AGP1-GFP MLPCN
O=C(COC(=O)c1cc([N+](=O)[O-])ccc1N1CCOCC1)Nc1c(Cl)cccc1C(F)(F)F	4.8	2.9	0.0	-4.9	112.4	-0.1	-2.2	101.0	104.6
O=C(CSc1n[nH]c(=O)n1C1CC1)Nc1ccc(Cl)cc1Cl	-4.2	/	3.0	9.1	93.1	/	/	104.3	91.4
CN(C)c1nc(N(C)C)n(Cc2c(Cl)cccc2Cl)n1	-11.2	-3.0	0.0	8.2	106.8	-6.5	-0.5	97.0	105.6

Remaining list, next part
SMILES	GLD-1 RNA inh	MCL1 BIM primary	GRK2 aptamer HTS	VLA-4 inh	CIT2 TOR yeast	Bcl-xL primary	MEX-5 binding	Yeast superoxide	AGP1-GFP MLPCN
CCN1CCN(c2cc(C)c3cc(NC(=O)c4cnccn4)ccc3n2)CC1	1.7	3.0	1.0	-0.1	98.3	3.1	-3.9	98.3	100.8
CC(=O)c1cc2ccc(O)cc2oc1=O	25.1	37.3	1.0	-9.2	?	48.2*	-2.2	82.1	?
CCOC(=O)CC(NC(=O)Cn1nnc(-c2ccccc2F)n1)c1ccccc1Cl (stereo not given)	3.7	-2.1	0.0	-2.5	96.2	4.3	-1.3	85.5	100.7
C=CCN1C(=O)CSc2ccc(C(=O)NCc3ccc(F)cc3)cc21	1.9	3.2	4.0	-10.1	104.1	5.0	0.2	90.2	104.5
Cc1ccc(C)c(CN2C(=O)C(C)Oc3ccc(C)cc32)c1 (stereo not given)	-0.6	-0.2	2.0	0.2	103.2	0.9	-3.0	98.0	96.8
Cc1ccccc1NC(=O)C1CC(=O)N(c2ccccc2F)C1 (stereo not given)	-3.1	-1.9	3.0	-1.2	93.8	-1.4	2.6	98.8	95.0
COC(=O)[C@H](Cc1ccccc1)NC(=O)c1cc(COc2c(F)cccc2F)on1	2.9	2.5	8.0	8.9	99.5	3.0	1.6	168.1	107.3
Cc1ccc(NC(=O)COC(=O)C2CCC2)cc1S(=O)(=O)N1CCCCC1	5.0	-2.5	1.0	0.6	91.2	2.6	-4.8	112.6	98.0
COC(=O)C1CCN(C(=O)COc2ccc(Cl)cc2)CC1	8.9	3.6	3.0	-9.6	94.9	5.5	-1.5	93.9	102.8
CC(O)CNC12CC3CC(CC(C3)C1)C2 (stereo not given)	7.0	3.6	2.0	10.1	92.5	5.4	-2.7	92.9	90.4
Cc1cc(NC(=O)c2coc(=O)c(Br)c2)ccc1C(C)C	1.0	3.2	1.0	15.4	91.6	3.7	1.4	88.0	96.9
CCOc1ccc(N2C(=O)Cc3ccccc3C2=O)cc1	4.5	-11.9	4.0	5.2	89.5	-5.6	1.2	109.4	91.2
COC(=O)C(OC(=O)c1ccccc1)C(C)Br (stereo not given)	-1.8	-0.2	0.0	18.2	94.5	5.0	/	76.7	71.2
CC(C)(C)c1cc(C(=O)NCc2cc(F)cc3c2OCOC3)n(Cc2ccccc2)n1	2.7	-4.4	0.0	-0.3	97.1	0.8	3.1	110.8	106.5
Cc1ccc(-n2ncc(Cl)c2C(=O)NCc2ccccc2)cc1	3.1	4.9	0.0	-7.1	106.5	2.9	1.8	85.9	95.8
COc1ccc(NC(=O)C(=O)NCCC2=CCCCC2)c(OC)c1	6.1	9.9	0.0	5.0	95.9	3.1	0.8	113.2	99.8
Cc1ccc(S(=O)(=O)NCCC2(C(C)C)CCOC(C)(C)C2)cc1 (stereo not given)	4.4	0.1	2.0	3.2	101.5	4.8	-2.2	103.4	101.2
NC(=O)C1CCCN(C(=O)c2ccc3nc(Cc4cccc(Cl)c4)oc3c2)C1 (stereo not given)	5.0	1.0	0.0	15.0	104.1	-0.7	-1.0	81.9	104.8
N=C1/C(=C/c2ccc(-c3cccc(C(=O)O)c3)o2)C(=O)N=C2SC=C(c3ccccc3)N12	-3.0	27.9	3.0	9.8	109.2	12.2	0.5	104.0	108.7
Cc1ccc(C(=O)NC(C)c2ccc(-n3ccnc3)cc2)cc1S(=O)(=O)N1CCOCC1 (stereo not given)	1.4	-4.6	0.0	11.1	98.6	-0.4	5.8	102.8	104.8
CCO[C@@H]1OC(C(=O)Nc2ccccc2)=C[C@H](c2ccc(Br)cc2)[C@H]1CCCO	5.0	7.1	0.0	19.9	115.8	7.2	0.5	104.1	92.0
COc1cccc(/C=N/NC(=O)CCn2nnc3ccccc32)c1	-4.5	2.2	2.0	1.7	102.6	0.7	-3.5	90.4	107.3
Cc1cc(C)n(S(=O)(=O)c2cccc(Cl)c2Cl)n1	7.9	-0.8	0.0	21.2	91.3	1.6	-1.9	117.5	93.4
